# Assay outcomes: PubChem BioAssay, Sanford-Burnham Center for Chemical Genomics
# Artemis inh – blocks endonuclease activity of human Artemis; Q96SD1; recombinant Artemis, quenched FAM hairpin cleavage fluorescence; inhibition, % at 10 µM; 30,000 compounds, 0.78% hits; AID 686954;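 active = at 10 µM dose, at least 30% inhibition, measured as corrected fluorescence normalized to stimulator and neutral control wells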
# Target sequence (Q96SD1 whole entry, looked up): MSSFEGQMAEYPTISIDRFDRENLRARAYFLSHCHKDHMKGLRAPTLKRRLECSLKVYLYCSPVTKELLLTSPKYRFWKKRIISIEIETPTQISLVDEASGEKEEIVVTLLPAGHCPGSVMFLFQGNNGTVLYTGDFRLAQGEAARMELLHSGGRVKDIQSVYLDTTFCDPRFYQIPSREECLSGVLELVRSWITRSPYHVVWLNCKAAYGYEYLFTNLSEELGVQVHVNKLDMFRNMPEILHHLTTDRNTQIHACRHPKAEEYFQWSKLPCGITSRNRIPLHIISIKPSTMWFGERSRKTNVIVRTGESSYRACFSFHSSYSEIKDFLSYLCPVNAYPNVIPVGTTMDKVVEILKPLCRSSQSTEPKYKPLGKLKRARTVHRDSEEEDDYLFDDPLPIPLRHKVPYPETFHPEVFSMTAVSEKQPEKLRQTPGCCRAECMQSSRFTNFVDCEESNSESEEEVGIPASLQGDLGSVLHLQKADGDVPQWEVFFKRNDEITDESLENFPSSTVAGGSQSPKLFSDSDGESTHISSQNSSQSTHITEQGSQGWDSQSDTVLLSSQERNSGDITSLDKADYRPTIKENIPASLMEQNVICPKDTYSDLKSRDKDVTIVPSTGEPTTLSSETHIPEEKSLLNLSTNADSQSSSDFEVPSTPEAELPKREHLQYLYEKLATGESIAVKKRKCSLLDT
# * marks the source's active call; other numbers are inactive results. The list is partial, so the mix of outcomes need not match the whole.
mol | Artemis inh
CC(=O)N(C(C)=O)C1=C(C#N)C2(CCCCC2)Cc2ccccc21 | -7
O=C(Nc1cccc(C(F)(F)F)c1)c1cc(S(=O)(=O)N2CCCCC2)ccc1N1CCOCC1 | 13
CCOC(=O)c1cnn(-c2nc3c(C)cccc3s2)c1C | -8
COc1ccc(CCNC(=O)NC(C(F)(F)F)C(F)(F)F)cc1OC | -5
COc1ccc(NC(=O)CN2CCN(c3ccccc3F)CC2)cc1 | -2
CCOC(=O)CNC(=O)CNC(=O)c1ccc(OC)cc1 | -8
CCOC(=O)c1c(-c2ccc(C)o2)csc1NC(=O)CN1CCOCC1 | 2
CC(C)n1nnnc1SCC(=O)NCc1ccco1 | 4
C=CCn1c(SCC(=O)Nc2sccc2C(N)=O)nc2sc(CC)cc2c1=O | 6
CCc1ccc2[nH]c(=O)c(CN(CCN(CC)CC)C(=O)Nc3ccccc3OC)cc2c1 | 17
CCCCN(CCNP(=O)(OCC)OCC)CP(=O)(OCC)OCC | -9
COCCCn1c(=O)c2ccccc2c2ccccc2c1=O | 4
CCNc1nc(SC(C(C)=O)C(C)=O)nc(N(C)C)n1 | -2
C=C(Br)CN1CCN(CC(=C)Br)CC1 | -2
Cc1nc2ccc(NC(=O)c3cccc(S(=O)(=O)N4CC(C)OC(C)C4)c3)cc2s1 (stereo not given) | -10
O=C(Nc1ccncc1)C1CC1c1ccccc1 (stereo not given) | -6
CCN(CC)C(=O)CC(c1ccc(F)cc1)c1ccco1 (stereo not given) | -7
CN(C)CCCOC(=O)C1c2ccccc2Oc2ccccc21 | 2
COc1cc(C(c2sc3nc(C)nn3c2O)N2CCC3(CC2)OCCO3)cc(OC)c1OC (stereo not given) | 5
COC(=O)c1ccc(C2C(C(C)=O)=C(O)C(=O)N2CCO)cc1 (stereo not given) | 6
Cc1cc(SCC#N)n2nc(C)c(-c3ccccc3)c2n1 | -6
CCCCCCCCCc1nc(N)n[nH]1 | -5
CCn1c(SCc2nc3ccccc3c(=O)[nH]2)nc2ccccc2c1=O | -1
CC1(C)Cc2c(sc3nc(-c4ccccc4Cl)n(N)c(=O)c23)CO1 | -3
Cc1nc2nc(SCC(N)=O)[nH]c2cc1Br | -1
Cc1ccc(SCC(=O)NCCCN2CCOCC2)cc1 | -8
Cc1occc1C(=O)N1N=C(C2CC2)CC1(O)C(F)(F)F (stereo not given) | 2
Cc1cc(=O)[nH]c(SCC2(O)C3CC4CC(C3)CC2C4)n1 (stereo not given) | -5
COc1ccc2nc(CC(C)(C)CC(=O)O)c[n+]([O-])c2c1 | -2
COc1ccc(Cl)cc1NC(=O)CSc1nc(N2CCCCC2)nc(N2CCCCC2)n1 | -11
Cc1ccc(-c2n[nH]c(=S)n2/N=C/c2ccc(C)s2)cc1 | 3
CN1CCN(C2=Cc3ccc(Cl)cc3Sc3ccc(F)cc32)CC1 | 5
Cc1ccc(-n2c(SCC(=O)NCc3ccco3)nc3sc(C)c(C)c3c2=O)cc1 | 12
O=C(COC(=O)CN1C(=O)c2ccccc2C1=O)Nc1ncc(Cl)cc1Cl | 7
CC(C)(C)c1ccc(S(=O)(=O)NCC(=O)Nc2sc3c(c2C(N)=O)CCCC3)cc1 | -16
Cc1ccc(NC2=NCC(=O)N2Cc2ccccc2)c(C)c1 | -3
COc1ccc(Br)cc1C1NC(=O)c2c(sc3c2CCN(C)C3)N1 (stereo not given) | 5
C=CCN1C(=O)C(O)(CC(=O)c2ccccc2)c2ccccc21 (stereo not given) | -8
COc1ccc(-c2nc(C#N)c(NCc3ccc(F)cc3)o2)cc1OC | 4
N#Cc1c(N)n(CCOC(=O)c2cccc([N+](=O)[O-])c2)c2nc3ccccc3nc12 | 10
O=C(C1CCCN(S(=O)(=O)c2cccc3nsnc23)C1)N1CCc2ccccc21 (stereo not given) | 0
O=C(CSc1nnc(C2CC2)n1-c1ccccc1)NCCc1ccc(F)cc1 | -3
CCCSc1nn2c(=O)c3ccccc3nc2s1 | -6
Cc1ccc(S(=O)(=O)NCCNC(=O)c2ccccc2)cc1 | 2
CCOC(=O)C1=Nc2ccccc2C1=[N+]=[N-] | 1
Cc1cc(C(=O)OCc2nc3ccccc3s2)c(C)o1 | -1
COc1ccc(-c2noc(CCC(=O)N(C)c3cccc(C)c3)n2)cc1 | 4
CCC(=O)c1c[nH]c(C(=O)NCCCN2CCOCC2)c1 | -3
Cc1ccc2cc(CN(CCN3CCOCC3)Cc3nnnn3Cc3ccco3)c(=O)[nH]c2c1C | 15
CC(=O)Nc1cccc(C(=O)NC(C)c2ccc(S(N)(=O)=O)cc2)c1 (stereo not given) | -1
CCn1cc(CNC(=O)C2C3CCC(C3)C2C(=O)O)cn1 (stereo not given) | 2
CC1(c2ccccc2)NC(=O)N(CC(=O)NCCC2=CCCCC2)C1=O (stereo not given) | 4
CCn1c(Cc2ccccc2)nnc1SCC(=O)Nc1nc2ccccc2s1 | -5
O=C(OCc1ccc2c(c1)OCO2)c1ccc(S(=O)(=O)N2CCCC2)cc1 | 1
COc1cc(C)nc(Oc2ccc(=O)[nH]n2)n1 | -8
COc1ccc(Nc2nc(N3CCCCC3)c3ccccc3n2)cc1 | 11

# (next part)
mol | Artemis inh
CCCCCC(C)n1[nH]c(=O)cc1N (stereo not given) | -4
CCCOc1ccc(C(=O)Nc2ccccc2[N+](=O)[O-])cc1 | 5
COc1ccc(NC(=O)/C(C#N)=C\c2cc(C)n(-c3ccc(Oc4ccc([N+](=O)[O-])cn4)cc3)c2C)cc1 | 3
NC(=O)c1ccccc1OCC(=O)O | -1
CN(C)S(=O)(=O)c1cccc(C(=O)NCC2CCCO2)c1 (stereo not given) | 3
COc1ccc(S(=O)(=O)Nc2cc(C)ccc2OC)cc1C | -1
Cn1c(Oc2ccc3c(c2)OCO3)nc2c1c(=O)n(Cc1ccccc1)c(=O)n2C | 2
COc1ccc(C)cc1S(=O)(=O)N(C)CC(=O)NC1CCCCC1 | -4
CCn1cc([N+](=O)[O-])c(C(=O)Nc2cc(C)on2)n1 | 0
CCCCC(=O)NC(=S)NNC(=O)CC | 8
CCN(CCNC(=O)CN1CCN(Cc2ccc(Cl)cc2)C1=O)c1ccccc1 | 0
COc1ccc(-c2nnc(SCCc3ccccc3)n2N)cc1 | -4
CN(C)CCNC(=O)c1cc2ccccc2oc1=O | -2
O=C(NCCSCc1ccc(Cl)cc1Cl)c1ccc(CN2CCOCC2)cc1 | -4
Cc1ccc(CNC(=O)CSc2ncccn2)cc1 | 9
CCOc1ccc(NS(=O)(=O)c2ccc3[nH]cc(C(=O)NCCOC)c(=O)c3c2)cc1 | 0
Cc1oc2cc(O)ccc2c(=O)c1-c1cnn(-c2ccccc2)c1 | 7
CC1(C)Cc2[nH]c(=S)c(C#N)cc2CO1 | 4
Cc1ccc(S(=O)(=O)NC(=NC(C)C(=O)O)c2ccccc2)cc1 (stereo not given) | -7
CCn1c(SCC(=O)c2ccc(O)c(O)c2)nnc1-c1ccc(C)cc1 | 27
CN(C)CCC(=O)NCC1OCCc2ccccc21 (stereo not given) | -12
COc1ccccc1CNC(=O)C(C)NS(=O)(=O)c1ccc(Br)cc1 (stereo not given) | 10
N#Cc1c(NC(=O)CN2CCOCC2)oc(-c2ccccc2)c1-c1ccccc1 | -4
Cc1cc(C)n(C(=O)CSc2nnc(SCC(=O)n3nc(C)cc3C)s2)n1 | 0

# Reformatted field by field: entries from further up.
molecule: Cc1occc1C(=O)N1N=C(C2CC2)CC1(O)C(F)(F)F (stereo not given)
  Artemis inh = 2
molecule: N#Cc1c(N)n(CCOC(=O)c2cccc([N+](=O)[O-])c2)c2nc3ccccc3nc12
  Artemis inh = 10

# More entries follow:
mol | Artemis inh
Cc1cc(NS(=O)(=O)c2ccc(NC(=O)CCCC(=O)O)cc2)nc(C)n1 | -12
COc1ccc(C(NC(C)=O)c2ccc3cccnc3c2O)c(OC)c1 (stereo not given) | 10
COc1ccc(N2CCN(CCNC(=O)CCCn3c(=O)[nH]c4cc(Cl)ccc4c3=O)CC2)cc1 | 3
Cc1ccc2oc(-c3cccc(NC(=O)c4ccc(Br)o4)c3C)nc2c1 | 9
CC(C)(C)n1nnnc1C(c1cccs1)N(Cc1cccnc1)CC1CCCO1 (stereo not given) | 0
CC(Sc1nnc(-c2cccs2)n1-c1ccccc1)C(=O)NCc1ccc2c(c1)OCO2 (stereo not given) | 4
CCOc1ccccc1N1CC(C(=O)Nc2ccc(C(=O)O)cc2)CC1=O (stereo not given) | 2
Cc1ccc(OCCn2c(=O)cnc3ccccc32)cc1 | 13
COc1ccc(NC(C)=O)cc1NC(C)C(=O)Nc1cccc2ccccc12 (stereo not given) | 3
Oc1c(Br)cc(Br)cc1/C=N/c1nc2c(s1)CCCC2 | -2
CCOC(=O)c1c(C)[nH]c(/C(C)=N/O)c1C | -1
Cn1c(=O)[nH]c(=O)c2[nH]c(N(Cc3ccccc3)Cc3ccccc3)nc21 | 13
CS(=O)(=O)Nc1ccc(C(=O)NCCSCc2ccco2)cc1 | -1
O=C1NCCCC2c3c(cc(Br)c(O)c3Br)OC12N1CCCCC1 (stereo not given) | 2
Cn1c(=O)c2[nH]cnc2n(-c2ccccc2)c1=O | -2
COC(=O)c1sc(N)c(C(=O)OC)c1CSc1nnnn1C | -1
Cc1cccc(OCCn2nc(C(=O)O)c3ccccc3c2=O)c1 | 9
O=C1CCCN1CCCn1cnc2c([nH]c3ccc(F)cc32)c1=O | -4
CCn1ccc(=N)cc1 | -7
CCc1cc2c(=O)n(-c3ccccc3)cnc2s1 | -3
CCOC(=O)c1c(N2C(=O)C3C4C=CC(O4)C3C2=O)sc2c1CCCC2 (stereo not given) | -2
O=C(OCC#CCSc1nnc(-c2ccncc2)o1)c1sc2ccccc2c1Cl | 19
CCc1cc(/C(Cc2csc(C)n2)=N/O)c(O)cc1O | -2
COc1ccccc1Cn1c(=O)[nH]c2cccnc21 | -5

# Of the compounds above, these have a tert-butyl group.
mol | Artemis inh
CC(C)(C)c1ccc(S(=O)(=O)NCC(=O)Nc2sc3c(c2C(N)=O)CCCC3)cc1 | -16
CC(C)(C)n1nnnc1C(c1cccs1)N(Cc1cccnc1)CC1CCCO1 (stereo not given) | 0

# Additional records:
mol | Artemis inh
N#Cc1c(C(F)(F)F)cc(-c2ccccc2)nc1SCc1nc(N)nc(N2CCOCC2)n1 | 3
C=CCn1c(Cc2cccs2)nnc1SCC(=O)NCc1ccco1 | 0
CS(=O)(=O)N1CCc2cc(C(=O)OCC(=O)c3ccccc3)ccc21 | -6
CC(=O)N(C)c1ccc(NC(=O)/C=C/c2ccccc2Cl)cc1 | -6
CN(C)c1ccc(N/C=C/C(=O)C(C)(C)C)cc1 | -1
O=C(c1cnn2c(C(F)(F)F)cc(-c3ccco3)nc12)N1CCCc2ccccc21 | 3
CCCCC(=O)Nc1nn(CCC)c2nc3ccccc3cc12 | 17
O=C(Nc1ccc2c(c1)OCCO2)C1CCN(S(=O)(=O)c2ccc(Br)s2)CC1 | 5
CCCCOc1ncnc2c1[nH]c1ccccc12 | -7
CCOc1ccccc1NC(=O)CSc1nnc(-c2ccccc2Cl)n1Cc1ccco1 | 12
c1ccc2c(c1)CCN(Cc1nnnn1Cc1ccc3c(c1)OCO3)C2 | 9
Cc1nn(C)cc1NC(=O)CCSc1nc(-c2ccco2)cc(C(F)(F)F)n1 | -6
CCOC(=O)c1c(N2C(=O)Nc3cc(Cl)c(Cl)cc3N2O)sc2c1CCCCC2 | 19
CCC(C)N(C(=O)COC(=O)CCc1c[nH]c2ccccc12)C1CCS(=O)(=O)C1 (stereo not given) | 9
O=C1N2CCCc3cccc(c32)C12Nc1ccccc1S2 (stereo not given) | 2
COc1ccccc1Cn1c(-c2ccco2)nc2nc3ccccc3nc21 | -1
C/C(=N\NC(=O)c1c(Cl)c(C)nn1C)c1ccc(NC(=O)COc2ccc(Cl)cc2C)cc1 | 1
CCSC(C)CC1CC(=O)CC(=O)C1 (stereo not given) | 6
O=C(CCCOc1ccccc1)N1CCN(c2ccc(F)cc2)CC1 | -2
Cc1ccc(N(C(=O)C2CCC(=O)N2)C2(C(=O)NC3CCCCC3)CCCCC2)cc1 (stereo not given) | 14
Cc1ccc(S(=O)(=O)N2c3ccccc3NC(=O)C2CC(=O)Nc2ccccc2)cc1 (stereo not given) | -14
CCOC(=O)Cc1csc(NC(=O)CSc2nnnn2-c2ccc(C)cc2C)n1 | 0
O=C(CSc1nnc(-c2ccc(Cl)cc2Cl)n1C1CCCCC1)N1CCCC1 | 3
O=C(O/N=C/c1cccc([N+](=O)[O-])c1)C1CC1 | -9

# The final 4 records of the part above lead into the next.
mol | Artemis inh
Cc1ccc(S(=O)(=O)N2c3ccccc3NC(=O)C2CC(=O)Nc2ccccc2)cc1 (stereo not given) | -14
CCOC(=O)Cc1csc(NC(=O)CSc2nnnn2-c2ccc(C)cc2C)n1 | 0
O=C(CSc1nnc(-c2ccc(Cl)cc2Cl)n1C1CCCCC1)N1CCCC1 | 3
O=C(O/N=C/c1cccc([N+](=O)[O-])c1)C1CC1 | -9
O=C(Nc1ccc(Cc2ccncc2)cc1)c1ccc(S(=O)(=O)N2CCOCC2)cc1 | -1
Cc1onc(-c2ccccc2Cl)c1-c1nc(-c2ccncc2)no1 | 0
CCOC(=O)c1[nH]c2ccccc2c1N=C(C)N(CC)CC | 4
COc1ccc(N(CC(=O)NC2CCCC2)C(=O)CCC(=O)Nc2cc(C)on2)c(OC)c1 | -4
O=C(CSc1ncnc2nc[nH]c12)NCCc1ccccc1 | -2
O=C(Nc1ccccc1)Nc1ccccc1C(=O)NCc1ccccc1 | 12
CCOC(=O)c1[nH]c2ccc(OC)cc2c1NC(=O)CCN1CCc2ccccc2C1 | 16
CCc1ccc2c(COn3nnc4ccc(S(=O)(=O)N(C)C)cc43)cc(=O)oc2c1 | -1
CCN(CC)c1ccc(C(NC(C)=O)NC(C)=O)cc1 | -3
O=C1C(C=NC2CC2)=C(O)c2ccccc21 | -2
